From PubChem
KCNK3 inh = human KCNK3 channel inhibitors, primary screen, CHO cells, FluxOR thallium flux, B-score; 340,000 compounds, 0.84% hits; Potassium channel subfamily K member 3 (Homo sapiens), O14649; AID 602410, 2012; B-score at 10 µM; FluxOR fluorescence; stronger effect = lower value;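 active = B-score under library mean minus 4 SD, starting fluorescence ratio at most library mean plus 5 SD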;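 also: more negative B-score means stronger inhibition of thallium flux through KCNK3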
HDAC3 inhib = HDAC3 deacetylase inhibitors, primary screen, biochemical, fluorescence, cell-free homogeneous | Histone deacetylase 3 (Homo sapiens), O15379 | recombinant HDAC3, fluorogenic peptide/trypsin coupled | inhibition, % at 8.3 µM | 320,000 compounds, 0.15% hits | AID 2718, 2010; in the data active = inhibition above about 26%, passing the limit was not always enough
KCNQ1 act = potentiators or activators of KCNQ1 channel, primary screen, cell-based, thallium flux, high-throughput; Potassium voltage-gated channel subfamily KQT member 1 (Homo sapiens), P51787; CHO-K1 KCNQ1, thallium flux FluxOR fluorescence; stronger effect = higher value; B-score at 10 µM; 310,000 compounds, 0.35% hits; AID 2648, 2010;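 active = fluorescence ratio B-score, a plate-corrected score, at least three library SD, with initial intensity B-score within 5 SD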
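System: CHO-K1 cells stably expressing KCNQ1 / Medium: assay buffer for compound exposure, DMSO matched across wells / Reagent: thallium- and potassium-containing depolarizing buffer / Compound: one concentration, matched DMSO / Incubation: 20 min compound pretreatment at room temperature / Measured by: kinetic FluxOR fluorescence, 10 s baseline plus 110 s post-stimulus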
DYRK1A inh = rat Dyrk1A kinase inhibitors, primary screen, biochemical, single point, plate reader; ADP-Glo luminescence, NFATc1 peptide; 310,000 compounds, 0.43% hits; inhibition, % at 12.5 µM; Dual specificity tyrosine-phosphorylation-regulated kinase 1A (Rattus norvegicus), Q63470; in the data active = inhibition above about 50%;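 also: plate controls were vehicle with enzyme for no effect and no enzyme for full effect; many of its hits are not listed in these tables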
TRPC4 PAM = positive allosteric modulators of TRPC4, primary screen, cell-based, mouse TRPC4beta, HEK293 mu-opioid, Fluo-4 calcium. Short transient receptor potential channel 4 (Mus musculus), Q9QUQ5. DAMGO EC20, Fluo-4 Ca2+ flux; stronger effect = higher value. B-score at 10 µM. 310,000 compounds, 0.42% hits. AID 2227, 2009;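 active = B-score of calcium response area above 5 SD of library B-scores, with initial fluorescence ratio within 5 SD of library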;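 also: B-score of integrated fluorescence ratio over time as area under calcium response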
Target sequence (Q9QUQ5 whole entry, looked up): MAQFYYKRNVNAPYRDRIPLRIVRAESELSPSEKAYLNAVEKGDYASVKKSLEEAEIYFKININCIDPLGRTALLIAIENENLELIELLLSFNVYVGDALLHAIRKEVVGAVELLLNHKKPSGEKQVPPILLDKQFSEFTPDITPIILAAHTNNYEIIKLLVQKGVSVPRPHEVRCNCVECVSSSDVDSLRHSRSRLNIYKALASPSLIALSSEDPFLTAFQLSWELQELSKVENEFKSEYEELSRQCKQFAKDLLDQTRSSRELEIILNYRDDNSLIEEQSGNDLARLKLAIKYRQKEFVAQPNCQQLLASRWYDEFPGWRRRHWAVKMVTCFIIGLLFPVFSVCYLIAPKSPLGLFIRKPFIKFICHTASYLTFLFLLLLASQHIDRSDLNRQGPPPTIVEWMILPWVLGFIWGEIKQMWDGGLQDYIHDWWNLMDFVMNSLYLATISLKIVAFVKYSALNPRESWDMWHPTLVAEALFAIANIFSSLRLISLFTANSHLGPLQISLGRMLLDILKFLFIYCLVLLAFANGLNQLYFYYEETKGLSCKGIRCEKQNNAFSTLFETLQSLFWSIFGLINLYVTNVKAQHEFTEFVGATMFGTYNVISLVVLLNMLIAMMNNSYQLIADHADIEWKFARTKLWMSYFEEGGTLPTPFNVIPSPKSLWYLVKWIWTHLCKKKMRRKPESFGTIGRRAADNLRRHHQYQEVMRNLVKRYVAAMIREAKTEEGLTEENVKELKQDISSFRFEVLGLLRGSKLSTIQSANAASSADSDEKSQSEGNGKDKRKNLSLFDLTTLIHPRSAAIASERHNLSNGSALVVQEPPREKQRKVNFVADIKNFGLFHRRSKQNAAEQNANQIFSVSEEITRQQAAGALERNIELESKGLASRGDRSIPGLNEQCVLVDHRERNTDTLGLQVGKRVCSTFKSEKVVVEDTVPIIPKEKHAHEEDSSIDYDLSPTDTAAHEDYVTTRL
ANO1 activ = TMEM16A chloride channel activators or potentiators, primary screen, cell-based, HTS; Anoctamin-1 (Mus musculus), Q8BHY3; HEK293 TMEM16A/YFP-H148Q/I152L, iodide quench fluorescence; stronger effect = lower value; B-score at 10 µM; 340,000 compounds, 0.3% hits; AID 623877, 2012;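 active = fluorescence-ratio B-score plate-corrected deviation score at least 3 library SD below zero, with starting fluorescence score within 5 deviations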;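 also: channel opened by trigger with iodide after compound preincubation; score built on the fluorescence ratio of max minus min over baseline; more negative score means more quench and so TMEM16A activation or potentiation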
TRPC4 act = activators of mouse TRPC4 channel, primary screen, Fluo4 calcium, HEK293 TRPC4beta/mu-opioid cells; Short transient receptor potential channel 4 (Mus musculus), Q9QUQ5; Fluo4 calcium fluorescence; stronger effect = higher value; B-score at 10 µM; 310,000 compounds, 0.49% hits; AID 2237, 2010;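 active = B-score above 5 SD of library B-scores, and initial fluorescence ratio not above library mean plus 5 SD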;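 also: positive B-score marks a calcium rise read as TRPC4 activation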
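System: HEK293 cells stably co-expressing mouse TRPC4beta and mu-opioid receptor; Schedule: Fluo4 dye loading 45 min at room temperature, 110 s recording; Detection: Fluo4 fluorescence, kinetic; Evaluation: B-scored integrated calcium fluorescence ratio; Controls: buffer (low) and maximal DAMGO (high).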
ANO1 block = TMEM16A chloride channel inhibitors, primary screen, cell-based, HTS. normalized B-score (activity score, 25-100; higher = stronger inhibition) at 10 µM. HEK293 TMEM16A/YFP iodide influx fluorescence, ionomycin. Anoctamin-1 (Mus musculus), Q8BHY3. AID 588511, 2011. 310,000 compounds, 1.2% hits;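 active = ratio plate-corrected score three or more library SD toward inhibition, starting fluorescence score within five deviations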;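 also: score derived from kinetic fluorescence span divided by baseline fluorescence per well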
KCNQ1 inh = inhibitors of human KCNQ1 channel, primary screen, cell-based, thallium flux, high-throughput; Potassium voltage-gated channel subfamily KQT member 1 (Homo sapiens), P51787; CHO-K1 KCNQ1, FluxOR thallium flux fluorescence; stronger effect = higher value; B-score at 10 µM; 310,000 compounds, 1.3% hits;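 active = compounds whose thallium flux B-score, printed positive for inhibition, exceeds three library SD while starting fluorescence stays within three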;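 also: channel opened by potassium depolarization with thallium stimulus after 20 min compound exposure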
hERG rescue = hERG rescue from dofetilide block, primary screen, cell-based, CHO-hERG, FluxOR thallium flux, dofetilide IC70. dofetilide IC70 present. activation (rescue from dofetilide block), less the hit threshold, % at 10 µM. 310,000 compounds, 0.51% hits. AID 1511, 2009;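 active = activation above the mean of controls blocked by dofetilide plus 5 SD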;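 also: thallium influx through hERG after potassium depolarization seen as dye fluorescence rise; in these data hits start at about 4.7%; inactives centre near -7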
KCNK9 inh = KCNK9 potassium channel inhibitors, primary screen, HEK293 cells, thallium flux; Potassium channel subfamily K member 9 (Homo sapiens), Q9NPC2; FluxOR thallium flux fluorescence; stronger effect = lower value; B-score at 10 µM; 310,000 compounds, 1.2% hits;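 active = ratio B-score over 3 SD below the library mean, with starting fluorescence within 5 SD of its mean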;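 also: negative B-score means less thallium flux so channel inhibition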
An asterisk follows results filed as active; i = inactive; nt = not tested or not shown; & = joins results of further samples.

SMILES | KCNK3 inh | HDAC3 inhib | KCNQ1 act | DYRK1A inh | TRPC4 PAM | ANO1 activ | TRPC4 act | ANO1 block | KCNQ1 inh | hERG rescue | KCNK9 inh
CC(=O)NC(Cc1cnc[nH]1)C(=O)O (stereo not drawn) | i | 6 | i | -3 | i | i | i | i | i | -19 | i
Cc1cc(C)n(-c2ccc(C(=O)OCc3ccccc3)cc2)n1 | i | -6 | i | 1 | i | i | i | i | i | -11 | i
COc1ccccc1N1CCN(C(=O)CCNS(=O)(=O)c2ccc(Br)s2)CC1 | i | -2 | i | 3 | i | i | i | i | i | -6 | i
Fc1ccc(Oc2nccc(-c3ccc(Cl)cc3)n2)cc1 | i | -1 | i | -6 | i | i | i | i | i | -14 | i
COc1cccc(CN2CCN(Cc3ccc(C#CC(C)(C)O)s3)CC2CCO)c1 (stereo not drawn) | i | -1 | i | -4 | i | i | i | i | i | -2 | i
Nc1c(-c2ccccc2)cnc2c(-c3ccccc3)cnn12 | i | -8 | i | 0 | i | i | i | i | i | -7 | i
COC(=O)C(C)Oc1ccc(=O)[nH]n1 (stereo not drawn) | i | 1 | i | 11 | i | nt | i | i | i | -2 | i
Nc1nonc1C(=O)N/N=C/c1cccc([N+](=O)[O-])c1 | i | -1 | i | 8 | i | i | i | i | i | -6 | i
Cc1ccc(S(=O)(=O)N2CCN(C(=O)CCN3C(=O)c4ccccc4C3=O)CC2)cc1C | i | -4 | i | 1 | i | i | i | i | i | -11 | i
COc1ccc(Cl)cc1C(=O)NCCCN1CCOCC1 | i | 6 | i | nt | i | i | i | i | i | -5 | i
Cc1ccc(CC2SC(=O)NC2=O)cc1Cl (stereo not drawn) | i | 10 | i | 0 | i | i | i | i | i | -7 | i
N#CCSc1nc2scc(-c3cccs3)c2c(=O)n1CCc1ccccc1 | i | -4 | i | 0 | i | i | i | i | i | -14 | i
CCOc1ccc(-c2nnc3sc(COc4ccc(Cl)cc4)nn23)cc1 | i | 6 | i | 3 | i | i | i | i | i | -3 | i
COc1ccc2ccccc2c1/C=N\NC(=O)c1cccnc1 | i | 0 | i | nt | i | i | i | i | i | -9 | i
COC(=O)CNC(c1ccccc1)c1cc(C)ccc1NC(=O)c1cccc(Cl)c1 (stereo not drawn) | i | 1 | i | 2 | i | i | i | i | i | -31 | i
COc1ccc(S(=O)(=O)N2CCN(C(=S)Nc3ccc(S(N)(=O)=O)cc3)CC2)cc1 | i | 0 | i | 0 | i | i | i | i | i | -7 | i
COC(=O)c1oc2ccc(Cl)cc2c1-n1cccc1 | i | -4 | i | 3 | i | i | i | i | i | -9 | i
CC(=O)Nc1c2c(nn1-c1cccc(Cl)c1)CS(=O)C2 (stereo not drawn) | i | 5 | i | 3 | i | i | i | i | i | -10 | i
O=C(NCCN1CCCC1)C(c1ccccc1)c1ccccc1 | i | -2 | i | nt | i | i | i | i | i | -12 | i
O=C(NCc1ccco1)C1CC(c2ccc(F)cc2)=NO1 (stereo not drawn) | i | 8 | i | -3 | i | i | i | i | i | -5 | i
O=C(/C=C/c1ccccc1)Oc1cccc(C(=S)N2CCOCC2)c1 | i | 2 | i | -4 | i | i | i | i | i | -8 | i
CCOCCCNC(=O)C(NC(=O)c1cnccn1)c1ccc(OC)cc1 (stereo not drawn) | i | -3 | i | -4 | i | i | i | i | i | -1 | i
O=C(O)CCCNC(=O)C(c1ccccc1)c1ccccc1 | i | -5&-3 | i | 3&1 | i | i | i | i | i | -11&-2 | i
O=C(NCc1nnc(SCc2ccc(F)cc2)n1-c1ccc(F)cc1)C12CC3CC(CC(C3)C1)C2 | i | -3 | i | -2 | i | i | i | i | i | -8 | i
COC(=O)C1=CN(c2ccc(F)cc2)C=C(C(=O)OC)C1c1ccc([N+](=O)[O-])cc1 | i | 1 | i | -2 | i | i | i | i | i | -11 | i
c1cncc(-c2nc3ccccn3c2Nc2ccc3c(c2)OCCO3)c1 | i | -7 | i | 11 | i | i | i | i | i | -12 | i
COc1ccc(N(Cc2ccccc2)C(=O)c2ccccc2[N+](=O)[O-])cc1 | i | 7 | i | -4 | i | i | i | i | i | -13 | i
CN1C(=O)c2ccc(C(=O)NCc3ccco3)cc2C1=O | i | nt | i | 0 | i | i | i | i | i | -7 | i
COc1ccc(N2CCN(CCCNS(=O)(=O)c3ccc4c(c3)oc(=O)n4C)CC2)cc1 | i | -3 | i | 2 | i | i | i | i | i | -10 | i
O=S(=O)(NCc1c(Cl)cccc1Oc1ccccc1)c1ccc(F)cc1 | i | nt | i | -1 | i | i | i | i | i | -7 | i
Cc1c(C)c2cc(Cl)c(OCC(=O)NCCCn3ccnc3)cc2oc1=O | i | -14 | i | nt | i | i | i | i | i | -12 | i
CCOc1ccc(C(N)=O)cc1OC | i | 4 | i | -5 | i | i | i | i | i | -9 | i
Nc1nc(CN2CCN(c3ccccn3)CC2)nc(Nc2ccc(F)cc2)n1 | i | 3 | i | -7 | i | i | i | i | i | -23 | i
O=C(CCCN1C(=O)/C(=C\c2ccccc2)SC1=S)Nc1ccc(O)cc1 | i | -12 | i | -1 | i | i | i | i | i | -21 | i
CC1CCCCN1C(=O)CSc1ccc(-c2ccc(F)cc2)nn1 (stereo not drawn) | i | 3 | i | 1 | i | i | i | i | i | -10 | i
CN(C)c1ccc2c3c(cccc13)C(=O)N(c1ccccc1)C2=O | nt | -4 | i | nt | i | nt | i | i | i | -12 | i
COc1cccc(C(=O)NC(C)CCc2ccccc2)c1 (stereo not drawn) | i | 2 | i | -4 | i | i | i | i | i | -7 | i
CCC(C)(C)NC(=O)C(c1ccco1)N(C(=O)CNC(=O)c1cccs1)c1cccnc1 (stereo not drawn) | i | 0 | i | 6 | i | i | i | i | i | -5 | i
CCCCn1c(N)c(N(CC(C)C)C(=O)CN2C(=O)NC3(CC(C)CC(C)(C)C3)C2=O)c(=O)[nH]c1=O (stereo not drawn) | i | 0 | i | 1 | i | i | i | i | i | -8 | i
O=C(CCc1nc2sc3c(c2c(=O)[nH]1)CCCC3)Nc1cccc(Cl)c1 | i | -8 | i | 13 | i | i | i | i | i | -15 | i
CCc1ccc(S(=O)(=O)N2CCCC(N3CCN(c4ccc(OC)cc4)CC3)C2)cc1 (stereo not drawn) | i | nt | i | -10 | i | i | i | i | i | -8 | i
O=C(CCc1nc(-c2ccccc2F)no1)NC1CCN(Cc2ccccc2)CC1 | i | 4 | i | 17 | i | i | i | i | i | -18 | i
CC(C)CN(Cc1c(O)ccc2c(=O)c(-c3ccccc3)coc12)CC(C)C | i | -3 | i | 3 | i | i | i | i | i | -11 | i
OC(CCN1CCOCC1)c1ccccc1 (stereo not drawn) | i | -3 | i | 3 | i | i | i | i | i | 9.3* | i
CN(c1nc2ccccc2[nH]c1=O)C1CCCCC1 | i | 2 | i | -3 | i | i | i | i | i | -5 | i
Cc1cc(C)c(C)c(S(=O)(=O)Nc2ccc(C(N)=O)cc2)c1C | i | -2 | i | -4 | i | i | i | i | i | -6 | i
O=C(NCc1ccccc1F)C1CCCN(C(=O)Nc2ccccc2)C1 (stereo not drawn) | i | 0 | i | 2 | i | i | i | i | i | -3 | i
CCN(CC)S(=O)(=O)c1ccc(N2CCOCC2)c(NC(=O)c2c3c(nc4ccccc24)CCC3)c1 | i | -4 | i | nt | i | i | i | i | i | -4 | i

Profiles, looked up by structure. Order of screens: KCNK3 inh, HDAC3 inhib, KCNQ1 act, DYRK1A inh, TRPC4 PAM, ANO1 activ, TRPC4 act, ANO1 block, KCNQ1 inh, hERG rescue, KCNK9 inh
CCOCCCNC(=O)C(NC(=O)c1cnccn1)c1ccc(OC)cc1 (stereo not drawn) is entered as i, -3, i, -4, i, i, i, i, i, -1, i
COc1cccc(CN2CCN(Cc3ccc(C#CC(C)(C)O)s3)CC2CCO)c1 (stereo not drawn) is entered as i, -1, i, -4, i, i, i, i, i, -2, i

The list goes on.
SMILES | KCNK3 inh | HDAC3 inhib | KCNQ1 act | DYRK1A inh | TRPC4 PAM | ANO1 activ | TRPC4 act | ANO1 block | KCNQ1 inh | hERG rescue | KCNK9 inh
COCCNC(=O)Cn1cnc2sc(C)c(S(=O)(=O)N3CCN(c4ccccc4OC)CC3)c2c1=O | i | -3 | i | 2 | i | i | i | i | i | -8 | i
COC(=O)CCCC1=CC2=CC(=O)C(C)(OC(=O)c3cccs3)C(=O)C2=CN1CCc1c[nH]c2ccccc12 (stereo not drawn) | i | 7 | i | 2 | i | i | i | i | i | -9 | i
CCn1cc(C(=O)NCCCOC(C)C)c(=O)c2cc(S(=O)(=O)N3CCC(C)CC3)ccc21 | i | 1 | i | -6 | i | i | i | i | i | 0 | i
Cc1cc(C(=O)OCC(=O)Nc2ccccc2[N+](=O)[O-])c2ccccc2n1 | i | -11 | i | 3 | i | i | i | i | i | -6 | i
Cc1coc2c1C(=O)C(=O)c1c-2ccc2c(C)cccc12 | i | -3 | i | -2 | i | i | i | i | i | -11 | i
COc1cc(OC)nc(NC(=O)COC(=O)c2cccc(Cl)c2)n1 | i | 8 | i | -9 | i | i | i | i | i | -14 | i
Cc1ccc(CNC(=O)CCn2nc(-c3ccc(Cl)cc3)ccc2=O)cc1 | i | 3 | i | 2 | i | i | i | i | i | -11 | i
Cc1cn2c(-c3ccncc3)nnc2s1 | i | -13 | i | 6 | i | i | i | i | i | -2 | i
O=C(COc1ccc(F)cc1)Nc1nnc(S(=O)(=O)N2CCCC2)s1 | i | -5 | i | 2 | i | i | i | i | i | -7 | i
CN(C)S(=O)(=O)N(CC(=O)Nc1ccc(S(=O)(=O)N2CCCC2)cc1)c1ccccc1 | i | -2 | i | -1 | i | i | i | i | i | -10 | i
O=C(O)C1C2C=CC(C2)C1C(=O)NCc1cccs1 (stereo not drawn) | i | 4 | i | -4 | i | i | i | i | i | -9 | i

Only part of the results is shown, so the mix of outcomes need not match the whole.
